Screening data: PubChem BioAssay, several laboratories
Diaphorase inh – inhibits diaphorase or chemically oxidizes, flagging diaphorase assay artifacts | diaphorase resazurin-to-resorufin fluorescence, NADH, 16 min; bacterial (C. kluyveri) enzyme, not human | inhibition, % at 20 µM | 0.69% of 190,000 active | AID 1217;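 active = primary screen inhibition at 20 µM above a set limit, cut at about 50% in these data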;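 also: plate controls were DMSO with full reaction for no effect and wells lacking NADH for full effect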
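Benchmarks: positive control wells lacking NADH, neutral wells with DMSO only. System: bacterial diaphorase enzyme (C. kluyveri). Input: 0.14 U/mL diaphorase, enzyme working solution. Detection: resorufin fluorescence, excitation 544 nm, emission 590 nm. Times: 16-min room-temperature incubation before reading.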
FLuc stim CS – firefly luciferase counter-screen for stimulation assays | P08659 | ATPlite luciferase biochemical, luminescence, 10 min; 0 = ATP-free wells, 1 = DMSO control | activation factor at 10 µM | 200,000 tested, under 10 active;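 active = luciferase activation factor, scaled between plate controls, of at least 2 with compound at 10 µM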
Target sequence (P08659 whole entry, looked up): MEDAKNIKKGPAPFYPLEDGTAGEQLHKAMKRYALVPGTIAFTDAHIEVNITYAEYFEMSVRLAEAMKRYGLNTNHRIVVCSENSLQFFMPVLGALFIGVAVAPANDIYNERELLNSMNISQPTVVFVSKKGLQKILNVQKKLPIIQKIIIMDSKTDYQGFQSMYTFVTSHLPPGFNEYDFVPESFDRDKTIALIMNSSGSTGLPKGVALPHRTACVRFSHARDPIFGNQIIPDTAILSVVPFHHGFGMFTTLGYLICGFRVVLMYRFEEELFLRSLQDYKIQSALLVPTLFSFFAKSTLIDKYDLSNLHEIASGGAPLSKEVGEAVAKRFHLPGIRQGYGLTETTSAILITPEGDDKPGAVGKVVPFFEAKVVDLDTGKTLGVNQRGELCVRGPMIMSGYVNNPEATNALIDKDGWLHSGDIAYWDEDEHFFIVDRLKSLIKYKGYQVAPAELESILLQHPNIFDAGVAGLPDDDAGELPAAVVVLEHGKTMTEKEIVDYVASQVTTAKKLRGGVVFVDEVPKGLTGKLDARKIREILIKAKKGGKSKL
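Material: Luciferase/luciferin reagent mix | Doses: Test compounds dosed from 2 mM stocks in 100% DMSO | Timing: 10 min incubation after luciferase reagent addition, room temperature | Measured by: Luminescence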
TNAP inh hi DEA – blocks human TNAP under high phosphate acceptor concentration; P05186; purified TNAP, CDP-star luminescence, 1 M DEA; inhibition, % at 20 µM; 0.03% of 200,000 active; AID 1135;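 active = over 50% inhibition of tissue-nonspecific alkaline phosphatase at 20 µM in the single-dose screen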;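 also: plate controls were DMSO wells for no effect and EDTA-quenched wells as full inhibition for full effect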
TNAP act hi DEA – TNAP (human) activation, high acceptor. 200,000 tested, under 10 active. AID 1136. activation factor at 20 µM. P05186. purified TNAP, CDP-star luminescence, 1 M DEA, 30 min; stronger effect = higher value; 0 = EDTA background, 1 = DMSO-only activity;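 active = activation factor at least 2 at 20 µM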
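Control set: EDTA negative control, DMSO positive control / Assay system: human TNAP / Quantity: TNAP 1/800 final / Evaluation: TNAP activation factor scaled between EDTA and DMSO control wells / Measured by: luminescent substrate turnover signal / Compound dosing: one dose, 20 µM / Times: 30 min enzyme reaction at room temperature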
TNAP inh noacc – blocks human TNAP activity with no phosphate acceptor present. purified TNAP, CDP-star luminescence, 30 min. inhibition, % at 20 µM. 0.26% of 200,000 active;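 active = tissue-nonspecific alkaline phosphatase inhibition above about 50% at 20 µM in the single-dose screen, limit read from the data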;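 also: 0% = DMSO negative control and 100% = EDTA positive control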
PMI act satM6P – activators of human phosphomannose isomerase at near-saturating mannose 6-phosphate; coupled PMI enzyme assay, resazurin fluorescence, 20 min; stronger effect = higher value; 1 = untreated enzyme, 0 = substrate-free blank; AID 1216; activation factor at 20 µM; P34949; 0.34% of 190,000 active;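 active = activation factor of 2 or more at 20 µM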
Target sequence (P34949 whole entry, looked up): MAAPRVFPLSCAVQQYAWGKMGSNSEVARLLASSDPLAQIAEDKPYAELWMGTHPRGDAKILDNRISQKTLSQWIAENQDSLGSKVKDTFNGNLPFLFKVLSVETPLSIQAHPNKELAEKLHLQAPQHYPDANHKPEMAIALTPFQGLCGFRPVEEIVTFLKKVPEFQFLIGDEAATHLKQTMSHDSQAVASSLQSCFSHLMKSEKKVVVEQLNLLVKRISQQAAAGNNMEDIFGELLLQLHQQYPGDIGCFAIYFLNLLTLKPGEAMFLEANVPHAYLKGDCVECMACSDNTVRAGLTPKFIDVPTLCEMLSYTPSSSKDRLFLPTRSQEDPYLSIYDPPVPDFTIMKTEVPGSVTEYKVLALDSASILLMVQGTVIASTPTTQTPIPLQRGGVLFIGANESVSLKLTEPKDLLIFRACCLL
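Test system: human PMI in coupled enzyme assay; Input: PMI at 15 ng/mL final; Medium: HEPES buffer, pH 7.4; Schedule: 20 min incubation at room temperature; Technique: resorufin fluorescence at Ex 544/Em 590 nm; Compound: 20 µM single dose; Probe or stimulus: Near-saturating mannose-6-phosphate, 1.0 mM.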
Efa HMGR inh – blocks class II HMG-CoA reductase of Enterococcus faecalis; AID 1066; 0.41% of 190,000 active; inhibition, % at 10 µM; purified E. faecalis HMGR, NADPH absorbance 340 nm kinetic;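 active = inhibition above a set limit, the median over all tested compounds plus 3 SD, cut at about 9.5% in these data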;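 also: enzyme runs in reverse so mevalonate oxidation gives rising NADPH absorbance; 0% = complete reaction with DMSO and 100% = background rate lacking mevalonate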
G6PDH CS – counter-screen for G6PDH assay hits: L. mesenteroides G6PDH inhibition; 0.12% of 200,000 active; inhibition, % at 5 µM; Purified L. mesenteroides G6PDH, diaphorase/resazurin coupled fluorescence, 45 min; in the data active = inhibition above about 50%
PMI act – activators of human phosphomannose isomerase; P34949; purified human PMI, coupled resazurin fluorescence, 20 min; stronger effect = higher value; 1 = vehicle control, 0 substrate-free wells; activation factor at 20 µM; 0.005% of 190,000 active;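 active = activation factor of 2 or more at 20 µM, relative to plate controls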
Diaphorase act – activates diaphorase or chemically reduces, flagging diaphorase assay artifacts. Diaphorase/resazurin coupled assay, resorufin fluorescence, 16 min; stronger effect = higher value; 1 = vehicle wells, 0 = NADH-free wells. AID 1229. activation factor at 20 µM. 0.005% of 190,000 active;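 active = diaphorase activity raised at least twofold by the compound at 20 µM; inactive = activation factor below 2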
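Assay system: bacterial diaphorase enzyme (C. kluyveri) / Input: enzyme 0.07 U/mL final / Medium: 50 mM HEPES pH 7.4 with 4.542 mM MgCl2, 0.005% Tween 20 / Doses: single compound dose of 20 µM, 1% DMSO final / Incubation: 16 min enzyme reaction, ambient temperature / Signal: fluorescence, excitation 544 nm and emission 590 nm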
* marks the source's active call; other numbers are inactive results.

The opening 2 compounds (preview)
item	Compound	Diaphorase inh	FLuc stim CS	TNAP inh hi DEA	TNAP act hi DEA	TNAP inh noacc
1	C#CCn1c(-c2ccccc2)ccc(C#N)c1=O	1	1	-1	1	-1
2	COC(=O)N/N=C/c1cc(Cl)cc(Cl)c1OCc1ccccc1	17	1.1	0	1	-19

item	PMI act satM6P	Efa HMGR inh	G6PDH CS	PMI act	Diaphorase act
1	1	2	17	1	1
2	1	0	0	1	0.8

The listing, repeating the preview:
item	Compound	Diaphorase inh	FLuc stim CS	TNAP inh hi DEA	TNAP act hi DEA	TNAP inh noacc
1	C#CCn1c(-c2ccccc2)ccc(C#N)c1=O	1	1	-1	1	-1
2	COC(=O)N/N=C/c1cc(Cl)cc(Cl)c1OCc1ccccc1	17	1.1	0	1	-19
3	O=C1CC(c2cccs2)CC2=C1C(c1ccccc1)n1ncnc1N2 (configuration not stated)	11	1.1	-4	1	-3
4	CCOCCOc1nc2c(c(=O)n(C)c(=O)n2C)n1CCc1ccccc1	7	1	4	1	-3
5	CCOC(=O)C1CCN(C(=O)Nc2ccc(Cl)cc2)CC1	22	1	-6	1.1	-11
6	Cn1c(=O)n(CC(=O)NCc2cccnc2)c2ccccc21	10	1.1	-4	1	-8
7	O=C(O)CNc1nc(Cl)ccc1[N+](=O)[O-]	11	1.1	6	0.9	-3
8	CCOC(=O)c1cnc2sccn2c1=O	7	1	-1	1	-6

item	PMI act satM6P	Efa HMGR inh	G6PDH CS	PMI act	Diaphorase act
1	1	2	17	1	1
2	1	0	0	1	0.8
3	1	-2	7	1	0.9
4	1	-11	-6	0.9	0.9
5	1	-4	0	1	0.8
6	1	-1	-2	1	0.9
7	0.9	-5	3	1	0.9
8	1	-8	7	1	0.9

(listing goes on)
item	Compound	Diaphorase inh	FLuc stim CS	TNAP inh hi DEA	TNAP act hi DEA	TNAP inh noacc
9	CC(/C=N\Nc1nnc2c(n1)[nH]c1c(C)cccc12)=C\c1ccco1	12	1	4	1	-1
10	Cc1cccc(-n2ccnc2SCC(=O)Nc2nnc(C)s2)c1	7	1	-3	1	-19
11	Cc1cc(C)nc(SCC(=O)N(C)C)n1	-2	1	-1	1	-5
12	CCCNC(=O)COC(=O)c1ccccc1C(=O)N(C)C1CCCCC1	12	1.1	-5	1.1	-3
13	COc1ccc(/C=N/Nc2nc(Nc3ccccc3)nc(N3CCCC3)n2)cc1	-5	0.8	-3	1	-21
14	CCOCC(=O)Nc1cc(C(=O)OC)cc(C(=O)OC)c1	12	1	-4	1	-9
15	O=S(=O)(c1ccc(-c2ccccc2)cc1)N1CCCC1	23	1.1	-4	1	-8
16	CCc1c(O)nc(SCC(=O)Nc2ccccc2)n(C(C)CC)c1=O (configuration not stated)	12	1.1	-4	1	-30

item	PMI act satM6P	Efa HMGR inh	G6PDH CS	PMI act	Diaphorase act
9	0.9	13*	1	1	0.9
10	1	2	0	1	0.9
11	1.1	2	4	1.1	1
12	1.1	-5	9	1.1	0.9
13	1	11*	-5	1	1
14	0.9	-1	-4	1	0.9
15	1	-8	-1	1.1	0.8
16	1	0	4	0.9	0.9

Next records follow:
item	Compound	Diaphorase inh	FLuc stim CS	TNAP inh hi DEA	TNAP act hi DEA	TNAP inh noacc
17	S=c1[nH]nc(-c2cc3ccccc3o2)n1Cc1ccccc1	40	1.1	3	1	13
18	CCOc1ccccc1N1CCN(C(=O)c2csc(C)c2CC)CC1	8	1	-6	1.1	-7
19	Cc1ccc(S(=O)(=O)NCC(=O)OCC(=O)N2CCc3ccccc32)cc1	16	1	-4	1	-10
20	Cc1ccc(NC(=O)c2cc3c(s2)CCCC3)cc1	24	0.6	-3	1	-10
21	Cc1cccc2c1N(CCOc1ccccc1)C(=O)C2=O	13	1.1	1	1	4
22	Oc1ccc(/C=N/Nc2cc(N3CCCC3)nc(N3CCCC3)n2)cc1	24	1	2	1	-3
23	O=[N+]([O-])c1ccc(/C=N/n2c(COc3ccccc3)n[nH]c2=S)cc1	41	1.1	-1	1	36
24	Cc1noc(C)c1COc1ccc(C(=O)OCC(=O)OC(C)(C)C)cc1	22	1	-8	1.1	-2

item	PMI act satM6P	Efa HMGR inh	G6PDH CS	PMI act	Diaphorase act
17	0.9	-3	2	0.9	0.6
18	0.9	-3	6	1	0.9
19	1	-5	3	1	0.8
20	0.8	-2	2	0.8	0.8
21	0.8	-3	7	0.9	0.9
22	0.4	-2	52*	0.7	0.8
23	1	-7	-1	0.9	0.6
24	0.8	-8	11	0.9	0.8

Carrying on.
item	Compound	Diaphorase inh	FLuc stim CS	TNAP inh hi DEA	TNAP act hi DEA	TNAP inh noacc
25	COc1cc2[nH]c(=O)n(CCC(=O)N3CC=C(c4ccccc4)CC3)c(=O)c2cc1OC	20	1.1	-1	1	-4
26	Cc1ccc(S(=O)(=O)N2CCOCC2)cc1NC(=O)COC(=O)c1ccc(OCc2c(C)noc2C)cc1	-1	1	-7	1.1	-14
27	Cc1cccc2[nH]c(-c3ccc(NC(=O)c4ccco4)cc3)nc12	22	0.8	-5	1.1	-6
28	COC(=O)c1ccc(C)c(NS(=O)(=O)c2ccc(NC(C)=O)cc2)c1	17	1	-6	1.1	-17
29	COc1ccc(-c2nnc(NC(=O)c3cc(C)on3)s2)cc1	6	0.5	1	1	9
30	CCOC(=O)C1=C(C)NC(=O)NC1c1ccccc1OCc1c(F)cccc1Cl (configuration not stated)	12	1	-3	1	-5
31	COc1ccc(S(=O)(=O)NCc2ccc(C(=O)NCc3cccnc3)cc2)cc1	2	1	0	1	-5
32	COc1ccc(OCc2nnc(SC(C)C(=O)Nc3nccs3)n2-c2ccccc2)cc1 (configuration not stated)	20	1	1	1	-2

item	PMI act satM6P	Efa HMGR inh	G6PDH CS	PMI act	Diaphorase act
25	0.9	-5	-2	0.9	0.8
26	1.1	-3	10	0.9	1
27	0.9	-3	4	0.9	0.8
28	1	-3	2	1	0.8
29	1.1	2	-35	1	0.9
30	1	-5	4	0.9	0.9
31	1.1	0	10	1	1
32	0.9	-7	4	0.8	0.8

Next part:
item	Compound	Diaphorase inh	FLuc stim CS	TNAP inh hi DEA	TNAP act hi DEA	TNAP inh noacc
33	Cc1ccc(C(=O)C2=C(O)C(=O)N(CCCn3ccnc3)C2c2ccc(OC(C)C)cc2)o1 (configuration not stated)	16	1.1	-4	1	-4
34	O=C(Nc1ccc(Cl)cc1)N1CCOC12CCCCC2	7	1	-5	1	-10
35	Cc1nc2sc(-c3ccccc3)cc2c(=O)[nH]1	14	0.1	-1	1	-13
36	O=C(NC(=S)NNS(=O)(=O)c1ccc(Cl)cc1)c1cccnc1	25	1	-4	1	5
37	CCc1cc2c(N[C@@H](C)C(=O)O)ncnc2s1	2	1	-3	1	-11
38	Cc1nn(Cc2ccc(F)cc2)c2sc(C(=O)Nc3ccccc3N3CCOCC3)cc12	19	1.1	-5	1.1	-3
39	COC(=O)c1sccc1NC(=S)Nc1cc(C)ccc1OC	33	1.1	2	1	-11
40	CN1CCC(N(C)C(=S)NCCc2ccccc2)CC1	13	1.1	-8	1.1	-18
41	CC(O)CCc1nc2ccc(C(=O)O)cc2[nH]1 (configuration not stated)	16	1.1	-9	1.1	-17

item	PMI act satM6P	Efa HMGR inh	G6PDH CS	PMI act	Diaphorase act
33	0.9	-1	1	1	0.8
34	1	1	3	1	0.9
35	1	-1	-7	1	0.9
36	0.8	-4	14	0.7	0.7
37	1.1	3	18	1	1
38	1.1	0	-18	0.9	0.8
39	0.8	-5	1	0.9	0.7
40	0.9	-8	3	1	0.9
41	1.1	-1	14	1	0.8

A draw from above in order of count of non-hydrogen atoms, highest first:
item	Compound	Diaphorase inh	FLuc stim CS	TNAP inh hi DEA	TNAP act hi DEA	TNAP inh noacc
33	Cc1ccc(C(=O)C2=C(O)C(=O)N(CCCn3ccnc3)C2c2ccc(OC(C)C)cc2)o1 (configuration not stated)	16	1.1	-4	1	-4
38	Cc1nn(Cc2ccc(F)cc2)c2sc(C(=O)Nc3ccccc3N3CCOCC3)cc12	19	1.1	-5	1.1	-3
30	CCOC(=O)C1=C(C)NC(=O)NC1c1ccccc1OCc1c(F)cccc1Cl (configuration not stated)	12	1	-3	1	-5
36	O=C(NC(=S)NNS(=O)(=O)c1ccc(Cl)cc1)c1cccnc1	25	1	-4	1	5
39	COC(=O)c1sccc1NC(=S)Nc1cc(C)ccc1OC	33	1.1	2	1	-11
40	CN1CCC(N(C)C(=S)NCCc2ccccc2)CC1	13	1.1	-8	1.1	-18
35	Cc1nc2sc(-c3ccccc3)cc2c(=O)[nH]1	14	0.1	-1	1	-13

item	PMI act satM6P	Efa HMGR inh	G6PDH CS	PMI act	Diaphorase act
33	0.9	-1	1	1	0.8
38	1.1	0	-18	0.9	0.8
30	1	-5	4	0.9	0.9
36	0.8	-4	14	0.7	0.7
39	0.8	-5	1	0.9	0.7
40	0.9	-8	3	1	0.9
35	1	-1	-7	1	0.9
